USP1-UAF1 inh: blocks the human USP1/UAF1 deubiquitinase complex; hit rate 0.23% among 390,000; recombinant USP1/UAF1, Ub-Rhodamine cleavage fluorescence; O94782; Potency, µM (doses to about 57.1 µM), for the others: at the highest dose activity change, negative = inhibition, usual class: inhibitors; note: potency is the fitted concentration of half-maximal effect; % is set by controls: 0 for no effect and ±100 for the full control effect; nearly all actives have a fitted effect of over 60% in size; inactives centre near -12
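USP1/UAF1 complex (1 nM) preincubated 15 min at room temperature with compound, then Ub-Rho substrate (150 nM final) added. Kinetic fluorescence at 480/540 nm over 6 reads at 60 s intervals; 50 mM HEPES pH 7.8, 0.5 mM EDTA, 0.1 mg/ml BSA, 1 mM TCEP, 0.01% Tween-20.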
IDH1 R132H inh: blocks human mutant IDH1 R132H enzyme | hit rate 0.093% among 390,000 | AID 602179 | IDH1-R132H enzyme, NADPH consumption, diaphorase/resazurin fluorescence | Potency, µM (top dose mostly 76.6 µM), for inactives: at the highest dose activity change, negative = inhibition, hits mostly inhibitors; note: potency is the fitted concentration of half-maximal effect; % is set by controls: 0 for no effect and ±100 for the full control effect; nearly all actives have a fitted effect of over 65% in size
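IDH1-R132H (0.5 ug/mL dispensed) in pH 7.5 Tris buffer was preincubated 30 min with compound, then given a substrate mix of 0.016 mM NADPH and 2 mM alpha-KG for 80 min at room temperature; remaining NADPH was read by diaphorase/resazurin fluorescence.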
TrxR1 inh: inhibitors of rat thioredoxin reductase 1; O89049; recombinant rTrxR1, NADPH fluorescence consumption, selenite substrate; Potency, µM (top dose mostly 114 µM), without a hit: at the highest dose activity change, negative = inhibition, hits mostly inhibitors; hit rate 1% among 390,000; AID 588453; note: potency is the fitted concentration of half-maximal effect; % is set by controls: 0 for no effect and ±100 for the full control effect; nearly all actives have a fitted effect of over 65% in size
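Rat TrxR1 (90 nM in the dispensed reagent) was pre-reduced with 400 uM NADPH for 5 min at room temperature, then incubated with compound for 15 min. After 400 uM selenite was added, NADPH fluorescence (Ex 340/Em 450 nm) was followed for 8 min.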
PI4K2A inh: inhibitors of human PI4K2A. purified PI4K2A, ADP-Glo luminescence, 1 h; stronger effect = lower value. activity change, negative = inhibition, % at 76.9 µM. hit rate 0.13% among 420,000. Q9BTU6; in the data active = activity change below about -50%; inconclusive = mostly about -30% to -49%;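 note: -100% = wells without enzyme as full effect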
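PI4K2A activity was measured by ADP-Glo luminescence: enzyme (4 ug/mL stock) and phosphatidylinositol (1.2 mM stock) in Tris pH 7.5/MgCl2/EGTA/Triton X-100 buffer were reacted with ATP (300 microM stock) for one hour at ambient temperature.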
TrxR1 substrate: substrates of rat thioredoxin reductase 1. O89049. purified TrxR1 substrate turnover, NADPH consumption readout. Potency, µM (series often up to 114 µM), for the others: top-dose activity change, negative = substrate turnover. hit rate 0.01% among 390,000. AID 588456; note: potency is the fitted concentration of half-maximal effect; % is set by controls: 0 for no effect and ±100 for the full control effect; nearly all actives have a fitted effect of over 50% in size
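Rat TrxR1, dispensed at 90 nM, was prereduced with 400 uM NADPH (final) for 5 min at ~22 deg C, then incubated with compound 15 min before 400 uM selenite. A first-read NADPH fluorescence drop versus no-compound background flagged substrates.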
Pin1 inh: human Pin1 inhibition; Potency, µM (titrated, usually from 115 µM), inactives show at the top dose activity, negative = inhibition, most hits filed as inhibitors; Pin1 FP peptide displacement, HiFluor488, 10 min; hit rate 0.009% among 390,000; active = well fitted inhibition curve with a large enough effect in the polarisation, with a control signal flat, not every such curve was filed as active; inconclusive = small, poorly fitted or top-dose-only effect, or effect the other way, or a change in a side signal; inactive = no such curve, though single readings can be large or run the other way; the % refers to the polarisation; note: potency is the fitted concentration of half-maximal effect; % is set by controls: 0 for no effect and ±100 for the full control effect
Target sequence (Q13526 whole entry, looked up): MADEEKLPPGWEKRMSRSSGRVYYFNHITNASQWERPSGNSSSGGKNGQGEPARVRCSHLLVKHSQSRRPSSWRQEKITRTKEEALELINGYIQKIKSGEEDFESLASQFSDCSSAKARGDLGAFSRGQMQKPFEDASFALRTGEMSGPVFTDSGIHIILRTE
HP1b binding inh: blocks HP1-beta chromodomain binding to methylated histone tails | hit rate 0.56% among 390,000 | AlphaScreen HP1-beta / biotin-H3K9me3 peptide binding | Potency, µM (doses to about 114 µM), without a hit: at the top dose activity change, negative = inhibition, most hits filed as inhibitors; note: potency is the fitted concentration of half-maximal effect; nearly all actives have a fitted effect of over 70% in size; inactives centre near 23
Target sequence (P83916 whole entry, looked up): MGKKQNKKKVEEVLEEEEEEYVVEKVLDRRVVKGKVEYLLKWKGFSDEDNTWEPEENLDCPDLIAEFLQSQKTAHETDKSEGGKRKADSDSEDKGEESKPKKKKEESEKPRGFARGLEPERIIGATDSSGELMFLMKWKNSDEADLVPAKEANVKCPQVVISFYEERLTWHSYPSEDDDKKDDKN
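HP1-beta protein (50 nM final) preincubated 30 min at room temperature with biotinylated H3(1-18)K9me3 peptide (50 nM) in PBS pH 7.4, 0.01% Tween-20, then compound added for 30 min. AlphaScreen streptavidin donor/nickel chelate acceptor beads (10 ug/mL final), 30 min dark, luminescence read.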
Tb PGK inh: inhibitors of T. brucei phosphoglycerate kinase. P07378. PGK/GAPDH coupled, Kinase-Glo luminescence, 60 min. Potency, µM (series often up to 57.5 µM), for inactives: top-dose activity change, negative = inhibition, actives largely listed as inhibitors. hit rate 0.043% among 380,000. AID 602233; note: potency is the fitted concentration of half-maximal effect; % is set by controls: 0 for no effect and ±100 for the full control effect; nearly all actives have a fitted effect of over 60% in size
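Luminescent ATP detection (Kinase-Glo Plus) follows a 60-minute room-temperature incubation, with wells lacking PGK as controls. Buffer: 100 mM TEA (pH 7.6), 5 mM MgCl2, 0.01% Tween-20. Coupling enzyme GAPDH (100 nM final) supplies unstable 1,3-BPG in-well.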
GLS inh: glutaminase GLS (human) inhibition. O94925. GLS enzymatic activity, qHTS titration. Potency, µM (top dose mostly 45.5 µM), for the others: at the highest dose activity change, negative = inhibition, usual class: inhibitors. hit rate 0.21% among 410,000; note: potency is the fitted concentration of half-maximal effect; % is set by controls: 0 for no effect and ±100 for the full control effect
Target sequence (O94925 whole entry, looked up): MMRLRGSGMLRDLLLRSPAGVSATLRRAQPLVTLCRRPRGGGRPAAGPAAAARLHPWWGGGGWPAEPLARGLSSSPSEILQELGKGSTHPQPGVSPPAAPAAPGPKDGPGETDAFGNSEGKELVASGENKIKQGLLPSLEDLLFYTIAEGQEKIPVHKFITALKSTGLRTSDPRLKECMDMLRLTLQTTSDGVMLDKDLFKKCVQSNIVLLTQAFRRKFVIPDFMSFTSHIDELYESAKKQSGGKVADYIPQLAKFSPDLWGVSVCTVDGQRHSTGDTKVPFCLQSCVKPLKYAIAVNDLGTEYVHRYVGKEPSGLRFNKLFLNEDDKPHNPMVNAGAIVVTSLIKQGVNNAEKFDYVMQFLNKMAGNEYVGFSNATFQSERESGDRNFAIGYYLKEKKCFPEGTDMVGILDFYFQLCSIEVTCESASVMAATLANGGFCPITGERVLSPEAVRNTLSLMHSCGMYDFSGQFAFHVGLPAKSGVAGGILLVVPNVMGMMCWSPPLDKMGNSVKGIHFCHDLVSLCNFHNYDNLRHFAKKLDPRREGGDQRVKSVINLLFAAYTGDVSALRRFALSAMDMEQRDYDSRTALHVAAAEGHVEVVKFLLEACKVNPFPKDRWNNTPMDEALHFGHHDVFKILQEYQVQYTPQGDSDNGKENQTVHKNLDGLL
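hKGA in 45 mM KH2PO4 pH 8.2, 0.02% Tween-20 with pin-transferred compounds; 1 mM L-glutamine (stock) plus glutamate oxidase/HRP/Amplex Red coupling added. Fluorescence read initially and after 30 min at RT.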
An asterisk follows results filed as active; i = inactive; ? = inconclusive; . = not tested or not shown; [ ] = remark or other dose. Unless noted, calls come from the whole dose curve; as a rule, active = well fitted curve in the direction sought with a large enough effect; inconclusive = small, poorly fitted or top-dose-only effect, or another doubt; inactive = no such curve, though single readings can be large; an effect the other way counts as inactive or inconclusive. Only part of the results is shown; the hit share may differ from the screen's.

compound	TrxR1 inh	Tb PGK inh	PI4K2A inh	GLS inh	USP1-UAF1 inh	HP1b binding inh	IDH1 R132H inh	Pin1 inh	TrxR1 substrate
CCCCNC(=O)CC1NCCNC1=O (stereo unspecified)	29%[57.1 µM]	-2%	-4	3%	-7%	22%	6%	-11%	9%
CCOC(=O)N1CCC(NC(=O)CCc2c(C)nc3nc(C)nn3c2C)CC1	-10%	-13%	2	1%	-2%	26%	4%	4%	-4%
CCOC(=O)C1CC(c2ccc(Cl)cc2)=NNC1=O (stereo unspecified)	21%	-4%	-9	-9%	-12%	34%	-2%	-5%	7%
COc1ccc(CCN(C)C(=O)C2CC(=O)N(Cc3ccc(C)cc3)C2)cc1OC (stereo unspecified)	-1%	8%	4	0%	-4%	26%	5%	3%	-5%
COc1ccc([C@H]2[C@H](C(=O)C(C)(C)C)N3N=Cc4ccccc4C3[C@]23N=C(c2ccccc2)OC3=O)cc1 (stereo partly specified)	5%[57.1 µM]	4%	31	3%	-22%	7%	1%	21%	8%[57.1 µM]
O=C(NCc1cn2ccccc2n1)c1ccco1	8%[57.1 µM]	-4%	6	-5%	-20%	17%	-16%	-2%	2%[57.1 µM]
COCCNC(=O)c1ccc(NS(C)(=O)=O)cc1	24%	-9%	-1	-13%	-9%	8%	6%	-8%	15%
O=C(O)c1ccc(NC2=Nc3cccc4cccc2c34)cc1	-27%	-5%	-1	-2%	-3%	29%	-3%	-16%	-18%
Cc1ccc(OCC(=O)Nc2ccc3nc(Nc4cccc(Cl)c4)cc(C)c3c2)cc1	16%	9%	0	13%	?	53%[activator]	-20%	8%	26%
CCN(CC)S(=O)(=O)c1cc(C(=O)Nc2cc(S(=O)(=O)N3CCOCC3)ccc2N2CCCC2)ccc1F	-4%	-6%	2	6%	-17%	25%	2%	10%	-3%
Cn1c(=O)cc(N)n(Cc2ccccc2)c1=O	26%	-1%	7	1%	-23%	30%	8%	3%	0%
Cc1ccc(CNc2nc3ccc(Cl)cc3n3cnnc23)cc1	11%	.	2	8%	-29%	32%	.	17%	43%[activator]
O=C1c2ccccc2NC(c2cn[nH]c2-c2ccccc2)N1O (stereo unspecified)	4%	-5%	-4	3%	-24%	46%[activator]	-2%	-7%	5%
CC(C)CC(NC(=O)C(Cc1ccc(OCc2ccccc2)cc1)NC(=O)OC(C)(C)C)C(N)=O (stereo unspecified)	6%	-10%	0	3%	-8%	6%	2%	4%	-6%
CN(C(=O)CSc1nc(-c2ccccc2)c(-c2ccccc2)o1)C1CCS(=O)(=O)C1 (stereo unspecified)	19%	i	4	3%	-17%	?	6%	-2%	-1%
c1cnc(N2CCN(c3cnccn3)CC2)nc1	1%[57.1 µM]	8%	2	0%	-13%	17%	7%	1%	9%
COc1ccc(Cl)c2sc(NC(=O)c3ccc(S(=O)(=O)N4CCOCC4)cc3)nc12	12%[57.1 µM]	2%	0	-4%	-28%	20%[57 µM]	-7%	-2%	-2%[57.1 µM]
OCCn1c(-c2ccc3c(c2)OCO3)csc1=Nc1ccccc1	1%	0%	-5	8%	-20%	?	8%	-5%	-9%
CCOC(=O)Cn1c(C)nc2ccccc21	2%[57.1 µM]	-9%	-1	10%	-11%	28%	6%	4%	7%[57.1 µM]
O=C1COc2ccc(S(=O)(=O)N3CCN(c4ccccc4F)CC3)cc2N1	21%	10%	1	-2%	-26%	34%	-3%	1%	1%
CCOc1ccc(/C=C2\SC(=S)NC2=O)cc1OC	-20%	1%	1	0%	-24%	-4%	-6%	14%	-14%
Cc1cc(NC(=O)COC(=O)c2ccc(C)c(C)c2)no1	16%[57.1 µM]	i	-4	1%	-19%	18%	-2%	1%	9%[57.1 µM]
Cc1cc(=O)n2c(-c3ccccc3C)n[nH]c2n1	3%	-4%	5	4%	-24%	29%	2%	11%	1%
CCOc1ccc(CN2CCC(Cc3ccccc3)CC2)cc1	9%	3%	0	13%	-11%	?	4%	5%	-1%
Cc1cc(-c2nc(-c3ccncc3)no2)ccc1[N+](=O)[O-]	9%[57.1 µM]	-2%	-10	-20%	-21%	-3%	5%	10%	13%[57.1 µM]
Cc1cccc(NC(=O)CSCC(=O)NCc2cccc(C(F)(F)F)c2)c1	-12%	-5%	0	-1%	-15%	17%	7%	1%	-6%
Cc1ccc2c(c1)c1c3n2CCCN(Cc2ccccc2)C3CCC1 (stereo unspecified)	-6%	-7%	-6	3%	-6%	?	-4%	-2%	5%
CCc1ccccc1NC(=O)c1cnn2c(C(F)(F)F)cc(-c3ccc(OC)c(OC)c3)nc12	-3%	9%	0	-2%	-12%	30%	-7%	37%[activator]	-3%
CCCCN1C(C)=CC(=C2C(=O)c3ccccc3C2=O)C=C1C	0%[57.1 µM]	-12%	-9	-4%	-4%	28%	-3%	6%	-1%[57.1 µM]
CC(C)c1nnc(NC(=O)CCC(=O)N2CCN(c3ccccn3)CC2)s1	10%	-3%	1	3%	3%	16%	6%	1%	22%
NS(=O)(=O)c1ccc(NC(=S)N2CCN(C(=O)C3CCCO3)CC2)cc1 (stereo unspecified)	-14%	0%	2	6%	-16%	-14%	-1%	2%	-2%
Cc1ccccc1CSCCC(=O)NCCC1=CCCCC1	12%	0%	2	-14%	-18%	55%[activator]	8%	-2%	-23%[57.1 µM]
CCCCN(CC)CCNC(=O)c1cc2c(C)nc3ccccc3c2o1	-14%[57.1 µM]	0%	-2	11%	-18%	41%[activator]	0%	3%	14%[57.1 µM]
O=C(NCC1CCCO1)c1nc2c(nnn2Cc2ccc(F)cc2)c(=O)[nH]1 (stereo unspecified)	13%	-7%	1	-2%	-3%	27%	4%	-8%	6%
CN1C(=O)c2cccc(NC(=O)C3CCCCC3)c2C1=O	25%	1%	2	-2%	-26%	65%[activator]	-3%	10%	22%
c1ccc2oc(-c3csc(N4CCOCC4)n3)cc2c1	0%[57.1 µM]	-3%	-1	-18%	-23%	-5%	0%	-4%	3%[57.1 µM]
Cc1c(Nc2nc3ccccc3n3c(C)nnc23)cccc1C(=O)O	-39%[11.4 µM]	i	-7	-10%	-12%	12%	3%	0%	-5%
CCC(=O)N1c2ccc(S(=O)(=O)CCC(=O)NCc3ccc4c(c3)OCO4)cc2CC1C (stereo unspecified)	-12%	-4%	0	20%	-1%	-5%	8%	4%	-9%
Nc1c(N2CCCCC2)c2ccccc2oc1=O	5%[57.1 µM]	6%	2	10%	?	-6%	7%	0%	2%[57.1 µM]
CCC(C)C(NC(=O)C1CCC(C)CC1)C(=O)NC(C(=O)OC)C(C)C (stereo unspecified)	12%[57.1 µM]	i	0	2%	-9%	32%	2%	0%	9%[57.1 µM]
c1coc(CNc2c3c(nc4ccccc24)CCC3)c1	-6%	-5%	-3	-6%	-5%	-11%	-2%	?	-2%
Clc1ccc(CN2CCC(c3nc4ccc(Cl)cc4[nH]3)CC2)cc1	7%	-1%	0	4%	-13%	10%	10%	4%	-6%
O=C(COC(=O)C1COc2ccccc2O1)Nc1cccc(Cl)c1 (stereo unspecified)	20%	-5%	-4	8%	-18%	55%[activator]	-9%	-1%	2%
Cc1ccccc1OCC(=O)Nc1ccccc1N1CCCCC1	2%	13%	12	5%	-18%	140%	5%	6%	-1%
COC(=O)c1ccc(NC(=O)CSc2nnc(CNc3ccc(F)cc3)n2C)cc1	6%	0%	0	7%	6%	19%	2%	-1%	10%
C=CCn1c(O)c(C=Nc2ccccc2)sc1=S	14%[57.1 µM]	-9%	5	1%	-17%	35%	3%	?	1%[57.1 µM]
COc1ccc(C)cc1-n1nnc(C(=O)Nc2cccc(SC)c2)c1C	21%	7%	-2	6%	-20%	19%	0%	1%	2%
COc1ccc(CCNC(=O)c2cc(C)nc3c2c(C)nn3-c2ccccc2)cc1OC	23%	-8%	2	-21%	-23%	13%	4%	0%	4%
CC(=O)N1CC(C)Oc2ccc(S(=O)(=O)NC(CC(=O)O)c3ccccc3)cc21 (stereo unspecified)	-2%	i	-6	4%	-25%	18%	-4%	-11%	-3%
COc1ccc(N2Cc3ccccc3C2=O)cc1	4%[57.1 µM]	?	?	181%[activator]	-20%	50%[activator]	4%	1%	-6%

More entries
compound	TrxR1 inh	Tb PGK inh	PI4K2A inh	GLS inh	USP1-UAF1 inh	HP1b binding inh	IDH1 R132H inh	Pin1 inh	TrxR1 substrate
Cc1cc(C(=O)OCC(=O)Nc2nc(-c3ccccc3)cs2)c(C)o1	17%	i	-14	9%	-17%	28%	13%	7%	3%
Nc1cccc(-c2cc(-c3ccccc3)nc(-c3cccc(N)c3)n2)c1	-3%	10%	2	10%	-7%	39%	-4%	0%	24%
COc1cc(NC(=O)CN2C(=O)c3ccccc3Sc3ccc(C(=O)N4CCOCC4)cc32)cc(OC)c1OC	1%	-13%	-18	-7%	-7%	28%	1%	1%	7%
CCOc1ccccc1C(=O)Nc1cccc(-c2nnc(-c3ccccc3)o2)c1	-5%	-3%	0	.	-25%	17%	14%	-1%	-7%

Screening data from PubChem.
